Screening results as filed in PubChem BioAssay.
CCR6 antag = antagonists of human CCR6 receptor; 340,000 tested, 0.49% active; CHO-K1 CCR6 PathHunter beta-arrestin, luminescence, CCL20-stimulated; inhibition, % at 20 µM;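 active = compounds whose inhibition of the agonist-driven luminescence signal at 20 µM reaches about 50%, limit read from the data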;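 also: cells stimulated with CCL20 at 14 nM final; plate controls were DMSO with CCL20 for no effect and DMSO without agonist for full effect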
NR3A LBD binder = NR3A (human) ligand-binding domain modulation. NR3A LBD differential scanning fluorimetry, Tm shift; 0% = protein alone, 100% = glycine-bound protein. Tm shift relative to glycine control, % at 25 µM. 340,000 tested, 2.5% active. AID 1259313;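 active = melting temperature shift of at least 10% of the positive control shift, at one fixed dose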
EBI2 block = antagonists of human EBI2 receptor. EBI2 beta-arrestin recruitment, luminescence, 7a,25-OHC stimulated. inhibition, % at 5 µM. 360,000 tested, 0.81% active; in the data active = inhibition above about 38%;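 also: enzyme fragment complementation signal reports receptor beta-arrestin coupling in cells; 0% = agonist plus DMSO wells and 100% = wells without agonist; some results beyond the cut were filed as inactive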
Target sequence (P32249 whole entry, looked up, the tested form may be a part): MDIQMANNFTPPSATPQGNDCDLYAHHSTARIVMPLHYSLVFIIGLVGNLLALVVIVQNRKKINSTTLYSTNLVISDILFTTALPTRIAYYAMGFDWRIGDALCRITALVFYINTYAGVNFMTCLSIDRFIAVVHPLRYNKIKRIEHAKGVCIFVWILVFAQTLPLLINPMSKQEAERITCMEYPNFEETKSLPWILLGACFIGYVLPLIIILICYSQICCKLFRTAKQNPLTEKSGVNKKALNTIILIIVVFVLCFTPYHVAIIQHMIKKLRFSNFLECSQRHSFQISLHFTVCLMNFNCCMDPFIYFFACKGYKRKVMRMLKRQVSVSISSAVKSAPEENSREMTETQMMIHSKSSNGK
CXCR6 block = blocks human CXCR6 beta-arrestin recruitment; CHO-K1 PathHunter CXCR6 beta-arrestin, luminescence; AID 602244; inhibition, % at 20 µM; 360,000 tested, 0.36% active; O00574; in the data active = inhibition above about 34%, passing the limit was not always enough;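 also: antagonist mode with CXCL16 agonist at 10 nM final; 0% = 10 nM CXCL16 with DMSO and 100% = unstimulated wells without agonist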
APOBEC3A inh = inhibitors of human APOBEC3A DNA deaminase; P31941; recombinant A3A, FAM/TAMRA ssDNA deamination fluorescence; inhibition, % at 20 µM; 330,000 tested, 0.41% active; AID 493011;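 active = at least 40% inhibition at 20 µM here, with at most 30% in a related deaminase screen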;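 also: plate controls were A3A with DMSO for no effect and wells lacking A3A enzyme for full effect; some results filed as inactive read as strong as hits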
Target sequence (P31941 whole entry, looked up): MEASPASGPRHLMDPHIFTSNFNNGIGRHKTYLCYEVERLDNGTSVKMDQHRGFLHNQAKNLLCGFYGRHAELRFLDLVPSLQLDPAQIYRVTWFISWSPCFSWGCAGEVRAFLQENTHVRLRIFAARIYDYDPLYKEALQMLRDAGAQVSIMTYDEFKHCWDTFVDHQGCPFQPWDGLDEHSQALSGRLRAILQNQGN
A3G deaminase = blocks human APOBEC3G single-stranded DNA deamination; Q9HC16; recombinant A3G, ssDNA deamination FAM/TAMRA fluorescence; inhibition, % at 20 µM; 330,000 tested, 0.28% active; AID 493012;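 active = inhibition of at least 40% at 20 µM, with no more than 30% in the related APOBEC3A deaminase screen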;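 also: plate controls were DMSO wells with A3G for no effect and wells lacking A3G enzyme for full effect; some compounds called inactive have numbers as strong as hits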
Target sequence (Q9HC16 whole entry, looked up): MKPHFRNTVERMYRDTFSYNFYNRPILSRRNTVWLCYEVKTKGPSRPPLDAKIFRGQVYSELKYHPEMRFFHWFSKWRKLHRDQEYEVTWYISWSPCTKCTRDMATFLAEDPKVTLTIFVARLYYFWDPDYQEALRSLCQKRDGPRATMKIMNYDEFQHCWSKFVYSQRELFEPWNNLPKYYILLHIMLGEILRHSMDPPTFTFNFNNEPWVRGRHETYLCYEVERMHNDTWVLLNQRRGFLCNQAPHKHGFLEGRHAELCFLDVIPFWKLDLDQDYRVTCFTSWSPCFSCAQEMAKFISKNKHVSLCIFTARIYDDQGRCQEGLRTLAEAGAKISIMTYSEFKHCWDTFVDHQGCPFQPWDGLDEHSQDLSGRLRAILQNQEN
MPTP inh = inhibitors of mitochondrial permeability transition pore. isolated mouse mitochondria, Ca2+ swelling absorbance, 30 min. inhibition, % at 10 µM. 360,000 tested, 1.4% active;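 active = inhibition of 50% or more, scaled per plate between neutral and stimulator controls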;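 also: 0% = DMSO wells given calcium and 100% = 1 mM EGTA wells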
Gli-Sufu antag = antagonists of Gli-Sufu signaling | Sufu-KO-LIGHT fibroblasts, Gli luciferase reporter luminescence | inhibition, % at 5 µM | 340,000 tested, 0.74% active | AID 588413;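 active = inhibition above about 55%, limit read from the data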;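 also: 0% = DMSO-treated cells and 100% = wells with medium but no cells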
Starred values were filed as active, the others as inactive; . = not tested or not shown.

SMILES	CCR6 antag	NR3A LBD binder	EBI2 block	CXCR6 block	APOBEC3A inh	A3G deaminase	MPTP inh	Gli-Sufu antag
CSc1ncccc1C(=O)NCC(=O)Nc1ccc(F)c(F)c1	13	1	-5	4	2	-7	-0.8	4
O=c1ccc(-c2nc3ccccc3n2Cc2ccccc2Cl)c[nH]1	-7	1	13	3	-1	-7	-0.2	7
CCN1CCN(c2ccccc2NC(=O)C(C)Oc2ccc(C(C)=O)cc2)CC1 (stereo not given)	2	0	2	2	-1	-1	-0.7	5
Cc1noc(C)c1CSCC(=O)Nc1nc2ccc(S(C)(=O)=O)cc2s1	16	-1	-8	0	44*	2	0.0	-1
O=S(=O)(NCCN1CCCC1)c1cccc2cccnc12	2	0	-14	3	0	-4	-0.9	0
S=c1[nH]nc(Cc2cccc3ccccc23)o1	-4	8	-9	4	0	-3	3.7	-13
COc1ccc(C#Cc2c(-c3ccccc3)n(C)c3ccccc23)cc1	15	-3	9	-1	2	6	-0.1	6
CC(C)CC1Nc2ncnc(N3CCN(c4ccccc4)CC3)c2N(Cc2ccc(Br)cc2)C1=O (stereo not given)	12	1	13	21	-3	-6	0.6	10
O=C(Nc1ccccc1)C1=C(c2ccccc2)S(=O)(=O)CCS1(=O)=O	51*	-1	31	38	.	.	-0.8	-4
NC(=O)c1nn(-c2ccccc2)nc1N	-2	0	-3	-4	-5	-6	0.0	-6
O=C(N/N=C/c1ccsc1)c1ccccn1	1	0	-6	-3	-1	-4	-0.5	-54
CCSc1ncc(/C=N/Nc2ccc([N+](=O)[O-])cc2)n1C	7	-8	23	20	-1	-12	6.5	-85
Cc1ccccc1N1C(=O)C(Cc2ccc(F)cc2)S/C1=C(\C#N)C(N)=O (stereo not given)	3	0	-11	0	-2	-6	2.3	6
CCOc1ccccc1NC(=O)NC1(C(=O)N2CCN3CCCC3C2)CCCCC1 (stereo not given)	-11	0	-18	-8	-2	-1	0.1	7
Cc1ccc2c(CN(C)Cc3ccc(Cl)cc3)cc(=O)oc2c1	28	0	18	5	-3	-7	0.9	-2
C=CCn1c(SCC(=O)Nc2ccc(NC(C)=O)cc2)nc2sc(C)c(C)c2c1=O	9	-4	11	-12	-6	-12	0.3	-1
CCOC(=O)C1(CCOc2ccccc2)CCN(Cc2cccn2-c2cccnc2)CC1	21	0	11	-2	-7	-7	0.9	7
Cc1cccc(N(C)S(=O)(=O)c2c(C)noc2C)c1	-12	0	4	0	-1	-5	-2.2	-6
CC(=O)Nc1cc2c(cc1NC(=O)Cn1nnc(-c3ccc(C)o3)n1)OCCO2	3	-1	12	0	-5	-10	0.4	-2
CC1CC(C)CN(S(=O)(=O)N2CCCC(C(=O)NCc3ccccc3Cl)C2)C1 (stereo not given)	56*	0	5	7	-1	-4	-0.3	2
CCOC(=O)c1[nH]c(=O)[nH]c1CSc1nc(C)cc(C)n1	6	0	9	-1	2	-3	2.9	2
O=C(c1ccc(N2CCOCC2)c([N+](=O)[O-])c1)N1CCCC(C(F)(F)F)C1 (stereo not given)	0	3	-6	-4	-1	-8	0.3	-2
CCc1ccc(S(=O)(=O)c2ccc(-n3nc(C)cc3N)cc2)cc1	-9	1	1	-1	-3	-5	-0.6	0
Cc1ccc(CCN2CCN=C2Nc2ccccc2)cc1	19	1	-1	-10	-2	-7	-1.2	9
Cc1ccc(/C=N/NC(=O)c2nnn(-c3nonc3N)c2C(C)C)s1	-5	11*	0	1	-2	-2	-1.0	-10
COc1cc(C(=S)N2CCCC2)cc(OC)c1OS(=O)(=O)c1ccc(NC(C)=O)cc1	-5	-1	-9	-17	1	3	0.3	-3
COc1ccc(O)c(C(=O)c2cc(C#N)c(=O)n(-c3c(C)n(C)n(-c4ccccc4)c3=O)c2)c1	-8	2	-17	-17	-19	-23	0.3	2
Cc1cc(OCC(=O)Nc2ccc(F)c(F)c2)nc(C(C)C)n1	-4	-2	-7	2	-1	-7	-0.2	.
C=C(C)C1CC=C(C)/C(=N/NC(=O)COc2cccc(C)c2)C1 (stereo not given)	-1	0	2	1	-1	-4	0.0	-2
O=C(CCn1c(=S)[nH]c2ccccc2c1=O)Nc1ccc(F)cc1	0	-6	-5	-6	-6	-6	0.0	-15
Cc1ccc2oc(C(F)(F)C(F)F)cc(=O)c2c1	2	0	-2	0	1	-4	0.5	-1
CN(C(=O)c1ccc(OC2CCN(CCc3ccccc3)CC2)cc1)C1CCOC1 (stereo not given)	3	-1	-6	-6	0	-2	-0.8	16
O=C1c2ccccc2C(=O)N1c1nc(-c2cccs2)cs1	4	-1	-10	3	-1	-3	1.0	-10
CCOc1cc(CNn2nnnc2N)ccc1OCC(=O)NC(C)(C)C	6	-1	-2	7	1	-7	0.1	2
CCCOc1ccc(C2C(C(=O)/C=C/c3ccco3)=C(O)C(=O)N2CCN2CCOCC2)cc1OC (stereo not given)	0	0	-14	-1	27	5	5.0	23
CCN(CC)CC(O)CN(c1ccccc1)S(=O)(=O)c1ccc2ccccc2c1 (stereo not given)	17	-2	-1	-8	-4	-9	-0.9	14
CCOC(=O)c1c(N)nn(C(=O)c2ccccc2)c1-c1ccccc1	19	9	7	7	-5	-5	-1.0	12
Cn1c2c(c(=O)n1-c1ccccc1)CSCC2	5	0	-7	-4	-1	-3	1.1	0
BrC(=C\c1ccccc1)/C=N/n1cnnc1	23	-4	-7	3	.	.	0.3	-4
CC(C)n1nnnc1SCC(=O)Nc1cccc(F)c1	8	0	17	1	-1	3	-1.0	-17

A different layout for part of the listing above:
| mol | CCR6 antag | NR3A LBD binder | EBI2 block | CXCR6 block | APOBEC3A inh | A3G deaminase | MPTP inh | Gli-Sufu antag |
| --- | --- | --- | --- | --- | --- | --- | --- | --- |
| CCCOc1ccc(C2C(C(=O)/C=C/c3ccco3)=C(O)C(=O)N2CCN2CCOCC2)cc1OC (stereo not given) | 0 | 0 | -14 | -1 | 27 | 5 | 5.0 | 23 |
| CCN(CC)CC(O)CN(c1ccccc1)S(=O)(=O)c1ccc2ccccc2c1 (stereo not given) | 17 | -2 | -1 | -8 | -4 | -9 | -0.9 | 14 |
| CCOC(=O)c1c(N)nn(C(=O)c2ccccc2)c1-c1ccccc1 | 19 | 9 | 7 | 7 | -5 | -5 | -1.0 | 12 |
| Cn1c2c(c(=O)n1-c1ccccc1)CSCC2 | 5 | 0 | -7 | -4 | -1 | -3 | 1.1 | 0 |
| BrC(=C\c1ccccc1)/C=N/n1cnnc1 | 23 | -4 | -7 | 3 | . | . | 0.3 | -4 |

(more compounds)
SMILES	CCR6 antag	NR3A LBD binder	EBI2 block	CXCR6 block	APOBEC3A inh	A3G deaminase	MPTP inh	Gli-Sufu antag
Cc1ccc(C(c2sc3nc(C)nn3c2O)N2CC(C)OC(C)C2)cc1 (stereo not given)	-15	0	-2	-2	-4	-6	3.8	3
COc1ccccc1CNC(=O)CCCN1C(=O)NC2(CCCC2)C1=O	11	2	-3	6	-4	-12	0.0	-2
O=C(NCc1ccccc1)C(c1ccc(O)cc1)N(C(=O)c1cnccn1)c1ccccc1 (stereo not given)	9	0	-8	3	-2	-18	0.9	32
CCC(c1nnnn1Cc1ccco1)N(Cc1cc2cc(C)cc(C)c2[nH]c1=O)CC1CCCO1 (stereo not given)	10	0	-8	8	2	4	-0.1	1
C/C(=N\NC(=O)c1ccc(N2CCCC2=O)cc1)c1ccncc1	-6	-2	2	-8	-2	-3	1.9	-14
Cc1ccc(C(=O)Nc2cccc(NC(=O)c3ccc(C)o3)n2)o1	8	-1	-3	-4	4	-4	-0.3	-20
O=C(CCN1C(=O)c2ccccc2C1=O)NCc1ccc(Cl)cc1	-2	0	-3	-31	1	-1	-0.4	4
CCc1ccc(OCC(=O)O/N=C(\N)c2ccncc2)cc1	1	1	5	-2	-1	-4	0.3	-39
CC1CC(C)CN(S(=O)(=O)c2ccc(NC(=O)c3ccc(=O)[nH]c3)cc2)C1 (stereo not given)	-8	-2	4	1	-2	-7	-0.4	-5
CC(OC(=O)C1CC1)C(=O)Nc1ncc(Cl)cc1Cl (stereo not given)	3	0	5	2	-3	-8	0.7	-6
COc1ccc(C(C)=O)cc1COC(=O)CNC(=O)C1CCCCC1	2	-2	-9	3	-1	-5	-1.4	1
CCc1cccc2c(C#N)cn(CCOc3ccccc3OC)c12	10	-13	12	2	-2	-3	7.4	33
O=C(NCCN1C(=O)C2C3C=CC(C3)C2C1=O)Nc1ccc(Br)cc1 (stereo not given)	8	0	7	-1	-5	-4	-2.6	-86
CC(C)(C)c1ccc(C(=O)Nc2ccc(S(=O)(=O)Nc3cnc4ccccc4n3)cc2)cc1	4	13*	4	17	-3	-9	3.1	17
O=C(N/N=C/c1ccc(OCC2COCCO2)cc1)c1ccc(Br)cc1 (stereo not given)	-9	9	15	-12	7	-8	-4.5	-18
CCC(c1nnnn1Cc1ccccc1)N1CCN(c2ccc(OC)cc2)CC1 (stereo not given)	7	-1	-2	0	-5	-4	0.0	10
CC(C)CCNC(=O)NC(=O)CSc1nnc(COc2ccccc2Cl)o1	-1	-20	-7	-1	-4	-6	2.5	0
COc1ccc(N2C(=O)N3[C@H](c4cccc(C)c4)[C@@H]4C(=O)N(Cc5ccccc5)C(=O)[C@@H]4[C@]3(Cc3ccccc3)C2=O)cc1	-1	4	.	.	-1	1	.	8
COc1ccc(C2NC(=O)c3ccccc3O2)cc1 (stereo not given)	4	-3	-2	-14	-2	-6	0.4	4
c1ccc(-c2csc(Nc3ccc4c(c3)OCCO4)n2)cc1	-10	-5	14	0	-2	-5	-2.5	-59
COc1cc(OC)cc(C(=O)NCc2ccc3[nH]c(C)cc3c2)c1	12	0	4	3	-3	-12	1.4	0
CCc1ccccc1NC(=O)c1ccc(NS(C)(=O)=O)cc1	-6	0	1	-4	1	-1	0.0	3
COC(=O)c1ccc(NC(=O)C2CCCCC2C(=O)O)cc1 (stereo not given)	17	-2	1	6	0	-2	-1.4	-19
Cn1cccc1CC(=O)NNC(=S)Nc1ccc(F)cc1	1	0	4	-10	5	5	2.0	-2
COc1ccccc1CNC(=O)C1=C(C)C(=O)OC12CCC(C)CC2 (stereo not given)	-9	1	0	6	-6	-6	-1.7	4
O=C(ON=C1CCN(S(=O)(=O)c2ccccc2)CC1)c1ccccc1	-4	-3	-9	8	-5	-6	-1.3	-3
Cc1ccc(N=Nc2c(C)[nH][nH]c2=O)c(C)c1	8	0	-1	4	-3	-4	1.2	-15
COc1ccc(C(=O)C(C)OC(=O)c2cccc(S(=O)(=O)Nc3c(C)n(C)n(-c4ccccc4)c3=O)c2)cc1 (stereo not given)	2	0	6	10	-2	-8	-2.3	-8
Cc1cccc(-c2cc3nc(-c4ccccc4)cc(N4CCC5(CC4)OCCO5)n3n2)c1	3	-25	0	9	1	-6	3.5	9
CCOc1ccc(-n2c([S-])c(C(=O)Nc3ccc(S(=O)(=O)N4CCOCC4)cc3)[n+]3cc(C(N)=O)ccc23)cc1	12	2	16	9	-3	-4	3.0	5
CC1SC(c2ccccc2)N(CC(O)c2ccc([N+](=O)[O-])cc2)C1=O (stereo not given)	-5	0	-4	-2	1	-2	3.3	-8
CSc1ccc(CNCc2ccc3c(c2)OCO3)cc1	5	0	0	0	-1	-3	-0.4	5
CCOc1cccc2sc(N(CCN(C)C)C(=O)c3ccc4ccccc4c3)nc12	27	2	-2	2	-3	-2	1.8	15
CCNC(=O)CP(=O)(c1ccccc1)c1ccccc1	-11	-4	-1	0	0	-3	0.4	1
CC1CCN(C(=O)c2ccc(Br)c(S(=O)(=O)N3CCOCC3)c2)CC1	10	-1	-6	-2	-5	6	-3.9	-23
CCCOC(=O)COC(=O)c1ccccc1NC(=O)c1ccccc1	4	1	9	9	2	7	-0.7	2
O=C(CC1C(=O)NCCN1Cc1ccc(F)cc1)NC1CCCCCCC1 (stereo not given)	4	-1	-10	11	0	0	9.4	15
COc1ccc(NC(=O)O/N=C/c2ccncc2)cc1	1	-4	3	-3	-8	-5	-1.5	-18
COCCCn1c(C)cc(C(=O)CN2c3cccc4cccc(c34)S2(=O)=O)c1C	6	1	3	-3	0	2	-0.3	-5
